High-throughput results deposited in PubChem BioAssay by NCI.
NCI-60 one-dose screen, 48 h, at 10 µM unless noted. Numbers give growth in % (100 = growth as untreated, 0 = no growth, -100 = all killed).
UACC-257 = UACC-257 melanoma; AID 1794764; hit rate 4.4% among 78,000
MALME-3M = MALME-3M melanoma; hit rate 5.8% among 78,000; AID 1794766
T-47D = T-47D breast cancer; hit rate 5% among 79,000; AID 1794792
BT-549 = BT-549 breast cancer. hit rate 4.4% among 78,000. AID 1794793
MCF7 = MCF7 breast cancer; hit rate 6.3% among 82,000
HS 578T = HS 578T breast cancer; hit rate 4.1% among 78,000
UACC-62 = UACC-62 melanoma; hit rate 5.4% among 81,000
LOX IMVI = LOX IMVI melanoma | hit rate 7.4% among 79,000 | AID 1794757
The depositor's hits bear a star. The calls were made as follows: active = growth percent below 10; inactive = the rest.

O=c1cc(N/N=C/c2ccc(F)cc2)c2ccccc2[nH]1 was read as UACC-257 88, MALME-3M 117, T-47D 81, BT-549 92, MCF7 85, HS 578T 91, UACC-62 92 and LOX IMVI 105.
O=C(c1nc2ccccc2[nH]1)C1C(c2cccc([N+](=O)[O-])c2)C2CC3CCCCC3N2[C@@]12C(=O)Nc1cc(Cl)ccc12 (stereo partly specified) was read as UACC-257 44, MALME-3M 29, T-47D 38, BT-549 53, MCF7 16, HS 578T 34, UACC-62 34 and LOX IMVI 20.
COC(=O)c1[nH]nc2c1C1(C(=O)c3cccc4cccc1c34)C(C#N)=C(N)O2 (stereo unspecified) was read as UACC-257 103, MALME-3M 103, T-47D 104, BT-549 124, MCF7 84, HS 578T 87, UACC-62 92 and LOX IMVI 98.
C/C(Cc1ccc(Cl)cc1)=C(/c1ccc(Cl)cc1)c1ccc(OCCCN(C)C)cc1 was read as UACC-257 107, MALME-3M 84, T-47D 94, BT-549 107, MCF7 98, HS 578T 80, UACC-62 94 and LOX IMVI 98.
`Cc1nc(/N=C(\N)NC(=O)Nc2ccccc2)sc1C` gave UACC-257 97, MALME-3M 87, T-47D 85, BT-549 102, MCF7 58, HS 578T 93, UACC-62 78 and LOX IMVI 79.
CCOC(=O)c1ccc(Nc2nc(-c3ccc(NC(C)=O)cc3)cs2)cc1O was read as UACC-257 78, MALME-3M 68, T-47D 18, MCF7 59, HS 578T 96, UACC-62 64 and LOX IMVI 78.
`Cc1nn(C)c2ncnc(N/N=C/c3ccc(O)cc3)c12` gave UACC-257 96, MALME-3M 91, T-47D 81, BT-549 90, MCF7 88, HS 578T 75, UACC-62 96 and LOX IMVI 96.
For CCCCNS(=O)(=O)c1ccc(C)cc1 the results were UACC-257 101, MALME-3M 94, T-47D 101, BT-549 122, MCF7 97, HS 578T 107, UACC-62 101 and LOX IMVI 94.
CCN(CCO)CCNc1ccc(C)c2sc3cc(Cl)ccc3c(=O)c12 was read as UACC-257 -50*, MALME-3M -28*, T-47D 54, BT-549 70, MCF7 -83*, HS 578T 42, UACC-62 -53* and LOX IMVI -95*.
O=c1[nH]c(=O)n(CCCc2ccccc2)cc1-c1ccccc1 was read as UACC-257 105, MALME-3M 148, T-47D 98, MCF7 92, UACC-62 98 and LOX IMVI 92.
For COC1=C[C@]23CCC(=O)N2CCc2cc4c(cc2[C@@H]3[C@@H]1OC(=O)C(C)(C)O)OCO4 the results were UACC-257 102, MALME-3M 85, T-47D 99, BT-549 105, MCF7 92, HS 578T 91, UACC-62 78 and LOX IMVI 85.
Screening O=C1CC(c2ccc(C(F)(F)F)cc2)c2cnn(Cc3ccc4c(c3)OCO4)c2N1 (stereo unspecified) returned MALME-3M 91, T-47D 63, BT-549 86, MCF7 93, HS 578T 75, UACC-62 61 and LOX IMVI 88.
Screening C/C=C/C=N\Nc1ccc([N+](=O)[O-])cn1 returned UACC-257 94, MALME-3M 106, T-47D 86, BT-549 98, MCF7 92, HS 578T 105, UACC-62 106 and LOX IMVI 92.
CC12CCCCC13NC(=O)C2(C#N)C(C#N)=C(Cl)N3 (stereo unspecified) was read as UACC-257 113, MALME-3M 108, T-47D 100, BT-549 99, MCF7 97, HS 578T 131, UACC-62 91 and LOX IMVI 101.
Cc1nnc(NCc2cc(Cl)cc(Cl)c2O)nc1C was read as UACC-257 97, MALME-3M 101, T-47D 72, BT-549 94, MCF7 69, HS 578T 98, UACC-62 84 and LOX IMVI 85.
Screening c1ccc(CN(c2ccccc2)C2CCCCCCC2)cc1 returned UACC-257 92, MALME-3M 102, T-47D 85, BT-549 104, MCF7 108, HS 578T 129, UACC-62 100 and LOX IMVI 95.
For O=S(=O)(NC1c2ccccc2Oc2ccccc21)c1ccc(Cl)c(Cl)c1 the results were UACC-257 100, MALME-3M 116, T-47D 85, BT-549 86, MCF7 90, HS 578T 99, UACC-62 102 and LOX IMVI 94.
For CCOC(=O)c1ccc(Nc2nc(NN)nc(-c3ccc(OC)cc3)c2C#N)cc1 the results were UACC-257 46, MALME-3M 92, T-47D 85, BT-549 116, HS 578T 104, UACC-62 93 and LOX IMVI 114.
For Cc1cc2c(=O)cc(-c3ccccc3)oc2c(C(=O)O)c1C the results were MALME-3M 97, T-47D 98, BT-549 102, MCF7 100, HS 578T 110, UACC-62 104 and LOX IMVI 100.
For Cn1cc(-c2nc(-c3ccsc3)cs2)c2cc(F)ccc21 the results were MALME-3M 92, T-47D 33, BT-549 101, MCF7 67, HS 578T 87, UACC-62 81 and LOX IMVI 85.
For CCOc1ccc(N2C(=O)C(=O)C(C#N)(c3nc4ccccc4o3)C(=O)C2=O)cc1 the results were UACC-257 103, T-47D 101, BT-549 104, MCF7 91, HS 578T 117, UACC-62 103 and LOX IMVI 96.
Nc1nc(N)c2[nH]c(N=Nc3ccc(N(CCO)CCO)cc3)nc2n1 was read as UACC-257 103, MALME-3M 103, T-47D 106, BT-549 112, MCF7 91, HS 578T 109, UACC-62 96 and LOX IMVI 100.
`COc1sc(/C=N/NC(=O)c2[nH]c3ccc(Br)cc3c2-c2ccccc2)cc1Br` gave UACC-257 53, MALME-3M 48, T-47D 62, BT-549 -29*, MCF7 4.4*, HS 578T 21, UACC-62 17 and LOX IMVI -23*.
For NCCCCCNc1noc(Cc2c[nH]c3cc(Br)ccc23)n1 the results were UACC-257 55, MALME-3M 13, T-47D 26, BT-549 45, MCF7 22, HS 578T 20, UACC-62 23 and LOX IMVI 35.
Screening COc1ccc2c(c1)c(/C=C(\C#N)C(=O)N1c3ccccc3Sc3ccc(SC)cc31)cn2C returned UACC-257 92, MALME-3M 95, T-47D 90, BT-549 91, MCF7 91, HS 578T 84, UACC-62 97 and LOX IMVI 98.
For CSc1ccc2c(c1)C(N1CCN(C)CC1)Cc1ccccc1S2 (stereo unspecified) the results were UACC-257 -62*, MALME-3M -47*, T-47D 43, BT-549 63, MCF7 21, HS 578T 40, UACC-62 -69* and LOX IMVI -5.6*.
Screening N#C/C(=C\c1ccc(-c2ccc(F)cc2)o1)c1ccccc1 returned UACC-257 100, MALME-3M 97, T-47D 59, BT-549 94, MCF7 65, HS 578T 84, UACC-62 74 and LOX IMVI 88.
Screening COc1cc(/C=C2\SC(=S)N(CC(=O)O)C2=O)ccc1OCCCCCCOc1ccc(/C=C2\SC(=S)N(CC(=O)O)C2=O)cc1OC returned UACC-257 112, MALME-3M 94, T-47D 108, BT-549 115, MCF7 107, HS 578T 104, UACC-62 104 and LOX IMVI 101.
For COC(=O)C(C)N (stereo unspecified) the results were UACC-257 118, MALME-3M 103, T-47D 104, BT-549 113, MCF7 101, HS 578T 104, UACC-62 103 and LOX IMVI 106.
For CC(=O)Nc1ccc2c(c1)C(=Nc1ccccc1)c1ccccc1-2 the results were UACC-257 101, T-47D 87, BT-549 106, MCF7 43, HS 578T 105, UACC-62 94 and LOX IMVI 93.
For CC1COS(=O)(=O)C1 (stereo unspecified) the results were UACC-257 103, MALME-3M 101, T-47D 98, BT-549 93, MCF7 103, HS 578T 119, UACC-62 102 and LOX IMVI 101.
Screening CCOC(=O)c1cnn2c1N(C(C)=O)C(c1ccccc1)C2 (stereo unspecified) returned UACC-257 99, MALME-3M 107, T-47D 102, BT-549 113, MCF7 91, HS 578T 98, UACC-62 79 and LOX IMVI 109.
For CC(C)=CC(C)(C)C=O the results were UACC-257 87, MALME-3M 106, T-47D 75, BT-549 68, MCF7 87, UACC-62 95 and LOX IMVI 83.
C=CC(=O)N[C@@H](/C=C/C(=O)OCC)Cc1ccc(-c2cc(F)cc(F)c2)cc1 was read as UACC-257 96, MALME-3M 93, T-47D 76, BT-549 101, MCF7 87, HS 578T 87, UACC-62 74 and LOX IMVI 91.
Screening Cn1cc(-c2ccc(-c3cn(C)c4ccc(Cl)cc34)[nH]2)c2cc(Cl)ccc21 returned UACC-257 -35*, MALME-3M -59*, T-47D -51*, BT-549 -84*, MCF7 19, HS 578T -29*, UACC-62 -82* and LOX IMVI -95*.
O=C1NC(=O)c2c1c1c3ccccc3ccc1c1[nH]c3ccccc3c21 was read as UACC-257 44, MALME-3M -15*, T-47D 12, BT-549 7.8*, MCF7 3.6*, HS 578T 13 and UACC-62 15.

The closing 2 records of the part above open the next one.
Screening Cn1cc(-c2ccc(-c3cn(C)c4ccc(Cl)cc34)[nH]2)c2cc(Cl)ccc21 returned UACC-257 -35*, MALME-3M -59*, T-47D -51*, BT-549 -84*, MCF7 19, HS 578T -29*, UACC-62 -82* and LOX IMVI -95*.
O=C1NC(=O)c2c1c1c3ccccc3ccc1c1[nH]c3ccccc3c21 was read as UACC-257 44, MALME-3M -15*, T-47D 12, BT-549 7.8*, MCF7 3.6*, HS 578T 13 and UACC-62 15.
COc1cc2c(cc1-c1c(C)noc1C)ncc1nc(-c3ccccn3)n([C@H](C)COC(F)F)c12 was read as UACC-257 44, MALME-3M 70, T-47D 35, BT-549 58, MCF7 20, HS 578T 3.9*, UACC-62 24 and LOX IMVI 21.
CC(C)N1CCc2nc3sc(C(=O)Nc4ccccc4)c(N)c3cc2C1 was read as UACC-257 95, T-47D 92, BT-549 106, MCF7 95, HS 578T 100, UACC-62 103 and LOX IMVI 102.
For CCCCCCCCNc1cc2c3c(c1)CCCN3CCC2 the results were UACC-257 -12*, MALME-3M 48, T-47D 13, BT-549 20, MCF7 24, HS 578T 23, UACC-62 28 and LOX IMVI 2.2*.
For CCOC(=O)c1ccc(NC(=O)c2cc3c(C)nn(-c4ccccc4)c3s2)cc1 the results were UACC-257 113, MALME-3M 110, T-47D 110, BT-549 115, MCF7 102, HS 578T 114, UACC-62 86 and LOX IMVI 106.
`COC1(OC)C2(Cl)C(Cl)=C(Cl)C1(Cl)C1COCC12` (stereo unspecified) gave UACC-257 63, MALME-3M 110, T-47D 96, BT-549 105, MCF7 101, HS 578T 87, UACC-62 97 and LOX IMVI 107.
`CC(=O)N(C)c1cc([N+](=O)[O-])ccc1OCc1ccccc1` gave UACC-257 108, T-47D 99, BT-549 112, MCF7 112, HS 578T 102, UACC-62 106 and LOX IMVI 89.
`O=[N+]([O-])c1ccc(-c2nc3ccc(-c4n[nH]c(=S)o4)cc3[nH]2)cc1` gave UACC-257 109, MALME-3M 96, T-47D 96, BT-549 104, MCF7 91, HS 578T 93, UACC-62 99 and LOX IMVI 102.
Screening COC1c2cc(C)cc(O)c2C2=C(C(=O)c3c(O[C@H]4C[C@H](O)[C@@H](O)C(C)O4)cccc3C2=O)N1Cc1ccc(C(=O)O)cc1 (stereo partly specified) returned UACC-257 85, MALME-3M 53, T-47D 89, BT-549 93, MCF7 33, HS 578T 111, UACC-62 92 and LOX IMVI 52.
For COc1ccc(C2(O)OCC(COc3cc(C)c(Cl)c(C)c3)O2)cc1OC (stereo unspecified) the results were UACC-257 92, MALME-3M 99, BT-549 99, MCF7 93, HS 578T 91, UACC-62 85 and LOX IMVI 91.
Screening O=C(CO)NCCO returned UACC-257 104, MALME-3M 158, T-47D 104, BT-549 107, MCF7 107, HS 578T 107, UACC-62 106 and LOX IMVI 99.
Screening O=C(CC1(O)C(=O)Nc2c(Cl)ccc(Cl)c21)c1ccco1 (stereo unspecified) returned UACC-257 86, MALME-3M 94, T-47D 87, BT-549 103, MCF7 88, HS 578T 106, UACC-62 96 and LOX IMVI 99.
`CCN(CC)c1ccc(C(NCC2CCCCO2)C(Cl)(Cl)Cl)cc1` (stereo unspecified) gave UACC-257 98, MALME-3M 115, T-47D 92, BT-549 108, MCF7 96, UACC-62 110 and LOX IMVI 100.
Screening O=[N+]([O-])c1ccc(-c2cc3c(Nc4ccc5c(cnn5Cc5ccccc5)c4)ncnc3s2)cc1 returned UACC-257 80, MALME-3M 102, T-47D 48, BT-549 101, MCF7 82, HS 578T 99, UACC-62 87 and LOX IMVI 97.
Screening C=CCSc1nnc(/N=C2\NC(=O)/C(=C/c3ccc(O)cc3)S2)s1 returned UACC-257 94, MALME-3M 99, T-47D 96, BT-549 109, MCF7 89, HS 578T 96, UACC-62 96 and LOX IMVI 87.
Screening N#CCCCCCCBr returned UACC-257 101, MALME-3M 103, T-47D 116, BT-549 104, MCF7 91, UACC-62 109 and LOX IMVI 94.
`O=C(Nc1ccc(Cl)cc1C1=NCC(CO)O1)c1ccccc1` (stereo unspecified) gave UACC-257 110, MALME-3M 112, T-47D 86, BT-549 92, MCF7 92, HS 578T 108, UACC-62 79 and LOX IMVI 96.
Screening O=C1NN=CN2c3ccc(Cl)cc3CC(O)CC12 (stereo unspecified) returned UACC-257 93, MALME-3M 105, T-47D 107, BT-549 107, MCF7 97, HS 578T 102, UACC-62 98 and LOX IMVI 105.

Grouped by structure, those above with an aryl methoxy group.
For CCOC(=O)c1ccc(Nc2nc(NN)nc(-c3ccc(OC)cc3)c2C#N)cc1 the results were UACC-257 46, MALME-3M 92, T-47D 85, BT-549 116, HS 578T 104, UACC-62 93 and LOX IMVI 114.
`COc1sc(/C=N/NC(=O)c2[nH]c3ccc(Br)cc3c2-c2ccccc2)cc1Br` gave UACC-257 53, MALME-3M 48, T-47D 62, BT-549 -29*, MCF7 4.4*, HS 578T 21, UACC-62 17 and LOX IMVI -23*.
Screening COc1ccc2c(c1)c(/C=C(\C#N)C(=O)N1c3ccccc3Sc3ccc(SC)cc31)cn2C returned UACC-257 92, MALME-3M 95, T-47D 90, BT-549 91, MCF7 91, HS 578T 84, UACC-62 97 and LOX IMVI 98.
Screening COc1cc(/C=C2\SC(=S)N(CC(=O)O)C2=O)ccc1OCCCCCCOc1ccc(/C=C2\SC(=S)N(CC(=O)O)C2=O)cc1OC returned UACC-257 112, MALME-3M 94, T-47D 108, BT-549 115, MCF7 107, HS 578T 104, UACC-62 104 and LOX IMVI 101.
COc1cc2c(cc1-c1c(C)noc1C)ncc1nc(-c3ccccn3)n([C@H](C)COC(F)F)c12 was read as UACC-257 44, MALME-3M 70, T-47D 35, BT-549 58, MCF7 20, HS 578T 3.9*, UACC-62 24 and LOX IMVI 21.
For COc1ccc(C2(O)OCC(COc3cc(C)c(Cl)c(C)c3)O2)cc1OC (stereo unspecified) the results were UACC-257 92, MALME-3M 99, BT-549 99, MCF7 93, HS 578T 91, UACC-62 85 and LOX IMVI 91.
